# FBA Mtb inh = Mtb FBA enzyme inhibitors, primary screen, biochemical, fluorescence, strain H37Rv. purified M. tuberculosis FBA, fluorescence read-out. 360,000 tested, 2.3% active. Fructose-bisphosphate aldolase (Mycobacterium tuberculosis (strain ATCC 25618 / H37Rv)), …. AID 588726, 2011. inhibition, % at 1 µM; in the data active = inhibition above about 27%;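 note: 0% = vehicle and 100% = reference inhibitor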
# Target sequence (P9WQA3 whole entry, looked up): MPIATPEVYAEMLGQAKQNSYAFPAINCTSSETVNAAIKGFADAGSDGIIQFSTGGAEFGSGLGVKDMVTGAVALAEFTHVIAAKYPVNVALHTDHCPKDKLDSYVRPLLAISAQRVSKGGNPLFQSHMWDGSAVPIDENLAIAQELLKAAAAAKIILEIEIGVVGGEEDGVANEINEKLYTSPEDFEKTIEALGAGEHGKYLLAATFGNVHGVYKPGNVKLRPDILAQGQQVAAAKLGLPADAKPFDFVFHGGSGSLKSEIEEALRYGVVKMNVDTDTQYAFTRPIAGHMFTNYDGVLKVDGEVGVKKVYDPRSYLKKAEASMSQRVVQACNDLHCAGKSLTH
# CCHF vOTU inh = CCHFV vOTU protease inhibitors, primary screen, biochemical, Pep-AMC substrate, fluorescence; inhibition, % at 11.5 µM; AID 651958, 2012; 370,000 tested, 0.55% active; note: 0% = vehicle wells with enzyme and 100% = no enzyme wells
# BoNT A protease = BoNT/A light chain protease inhibitors, primary screen, biochemical, flow cytometry, MLPCN library | Botulinum neurotoxin type A light chain protease (Clostridium botulinum A str. ATCC 3502) | multiplex microsphere protease substrate cleavage | inhibition, % at 10 µM | 360,000 tested, 0.17% active; in the data active = inhibition above about 30%; inconclusive = no clear call, values can overlap the other calls; note: plate controls were buffer without enzyme for full effect and enzyme alone for no effect
# Mtb BioA inh = M. tuberculosis BioA enzyme inhibitors, primary screen, biochemical, plate reader, single point, HTS; 7,8-diaminopelargonic acid synthase BioA (Mycobacterium tuberculosis); purified M. tuberculosis BioA enzyme; inhibition, % at 9.99 µM; 360,000 tested, 0.096% active; AID 602481, 2012; in the data active = inhibition above about 40%; inconclusive = no clear call, values can overlap the other calls
# UGM FP inh = M. tuberculosis UGM enzyme inhibitors, primary screen, biochemical, fluorescence polarization, single point. UDP-galactopyranose mutase (Mycobacterium tuberculosis (strain ATCC 25618 / H37Rv)), …. purified UGM, fluorescence polarization probe displacement. inhibition, % at 10 µM. 320,000 tested, 0.06% active. AID 504406, 2011; in the data active = inhibition above about 10%, passing the limit was not always enough; inconclusive = no clear call, values can overlap the other calls
# Target sequence (P9WIQ1 whole entry, looked up): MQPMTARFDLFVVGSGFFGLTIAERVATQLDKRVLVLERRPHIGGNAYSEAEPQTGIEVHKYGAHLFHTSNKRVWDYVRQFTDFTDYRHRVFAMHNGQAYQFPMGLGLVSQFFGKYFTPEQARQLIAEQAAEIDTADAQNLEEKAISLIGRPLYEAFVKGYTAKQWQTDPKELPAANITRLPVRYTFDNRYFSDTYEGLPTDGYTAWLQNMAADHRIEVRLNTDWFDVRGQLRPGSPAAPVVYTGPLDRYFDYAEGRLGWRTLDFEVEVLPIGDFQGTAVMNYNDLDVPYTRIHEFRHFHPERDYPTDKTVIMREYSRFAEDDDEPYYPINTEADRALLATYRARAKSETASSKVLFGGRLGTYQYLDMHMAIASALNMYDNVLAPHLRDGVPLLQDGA
# FadD28 binding = inhibitors of FadD28 bisubstrate probe binding, primary screen, biochemical, fluorescence polarization, single point | 360,000 tested, 0.22% active | AID 588549, 2011 | inhibition, % at 12.5 µM | Mycobacterium tuberculosis FadD28 fatty-acid-AMP ligase; in the data active = inhibition above about 8.5%, passing the limit was not always enough; inconclusive = no clear call, values can overlap the other calls
# BoNT F protease = BoNT/F light chain protease inhibitors, primary screen, biochemical, flow cytometry, MLPCN library | Botulinum neurotoxin type F light chain protease (Clostridium botulinum) | Multiplex microsphere protease cleavage assay | inhibition, % at 10 µM | 360,000 tested, 0.22% active | AID 588497, 2011; in the data active = inhibition above about 35%, passing the limit was not always enough; inconclusive = no clear call, values can overlap the other calls; note: plate controls were buffer without enzyme for full effect and enzyme alone for no effect
# GDH-TPI counter = GDH-TPI coupling enzyme inhibitors, primary screen, artefact control for M. tuberculosis FBA inhibitor project, biochemical, absorbance, full deck | GDH-TPI coupled enzyme counterscreen, NADH absorbance | inhibition, % at 4.8 µM | 360,000 tested, 1.2% active | AID 588335, 2011;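 note: 0% = DMSO wells and 100% = wells lacking the enzyme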
# PrPC TRFRET = inhibitors of human cell surface prion protein PrPC, primary screen, cell-based, TR-FRET; Major prion protein (Homo sapiens), P04156; TR-FRET read-out; inhibition, % at 13.8 µM; 370,000 tested, 0.43% active; in the data active = inhibition above about 24%; note: 0% = median of the test wells and 100% = reference compound wells
# * marks the source's active call; other numbers are inactive results; ? = inconclusive; . = not tested or not shown. Cut-off read from the data, not from the text of the source, unless noted: active = inhibition above about 30%; inactive = the rest.
smiles	FBA Mtb inh	CCHF vOTU inh	BoNT A protease	Mtb BioA inh	UGM FP inh	FadD28 binding	BoNT F protease	GDH-TPI counter	PrPC TRFRET
COc1ccc(/C=N/Nc2ccc(C(=O)O)cc2)cc1Br	2	0	0.1	2.4	0.7	4.6	-4	24	21
CCC(c1nnnn1Cc1cccs1)N1CCN(c2nc3ccccc3s2)CC1 (configuration not stated)	5	8	0.1	3.0	0.3	-1.1	-12	3	-3
COc1cc(OC)c(C(=O)NC23CC4CC(CC(C4)C2)C3)cc1OC	1	-8	-1.4	-1.3	1.2	-4.5	?	-6	4
CC1=NN(c2nc3ccccc3s2)C(O)(C(F)(F)F)C1 (configuration not stated)	-1	9	-3.8	-2.2	4.9	-0.5	-12	0	2
COc1ccc(CNC(=O)CSc2nnnn2-c2ccc(O)cc2)cc1	1	-3	2.1	-0.5	-1.3	1.4	4	7	7
CC1CCCC/C1=N\NS(=O)(=O)c1ccc(Br)cc1 (configuration not stated)	-4	11	1.4	-0.3	2.3	-2.9	6	7	7
COc1ccc(C(=O)NCC2(c3ccc(OC)c(OC)c3)CCCC2)cc1OC	1	-12	-0.1	11	.	-3.1	-1	6	6
COc1ccc(/C=N/NC(=O)c2cccc(OC(F)(F)C(F)F)c2)cc1O	-5	1	-0.7	.	1.3	-3.1	-2	14	4
O=S1(=O)[C@H]2C[C@@H]3C=C[C@@]2(CN1Cc1cccc(C(F)(F)F)c1)O3	2	6	0.5	0.4	3.5	0.6	-2	2	2
Cc1nn(CC(=O)N(C)C2CCS(=O)(=O)C2)c(C)c1[N+](=O)[O-] (configuration not stated)	1	-3	0.5	.	2.5	0.3	0	-12	-3
COc1cc(/C=N/NC(=O)c2cccc(N3CCCC3=O)c2)ccc1O	0	5	-1.0	-0.9	-0.6	1.3	-7	40*	-7
CC(C)c1ccc(NC(=S)NC2CCN(Cc3ccccc3)CC2)cc1	-2	-17	1.5	-1.4	-0.8	-1.0	10	1	-9
COc1ccc(Cl)cc1N1C(=O)/C(=C/c2sccc2C)N=C1SCC(=O)NC1CC1	-5	-9	0.6	-0.8	.	-5.8	-3	17	10
O=C(c1cccc(Oc2c(Cl)cccc2[N+](=O)[O-])c1)N1CCCCC1	1	-8	0.1	.	1.8	-1.5	6	0	0
COc1ccc(OC2OC3COC(C)(C)OC3C(O)C2NC(C)=O)cc1 (configuration not stated)	1	5	1.1	-1.5	-1.7	0.3	3	5	-5
O=C(O)Cc1ccc(NC(=S)NCc2ccco2)cc1	-1	9	0.3	.	-2.5	-0.6	2	16	-2
Cc1ccc(NC(=O)COc2coc(CN3CCN(Cc4ccccc4)CC3)cc2=O)cc1	2	-7	7.2	-0.3	4.5	-0.4	10	8	0
COc1cc(OC)cc(-c2c(C#Cc3ccsc3)c3cc(-c4ccc(OC)c(F)c4)ccc3n2C)c1	4	3	0.4	-3.1	0.8	0.4	-4	32*	2
C=CCOn1c(=O)c(-c2ccc(F)cc2)[n+]([O-])c2ccccc21	1	2	2.9	-1.1	.	-0.8	-8	0	-4
CCN(CC)S(=O)(=O)c1ccccc1/C=N\O	0	10	0.1	-1.1	0.1	-2.2	19	5	1
O=C(CSc1nnc2ccc(-c3ccc(F)cc3)nn12)N1CCOCC1	13	-13	.	0.7	-2.0	-3.6	.	1	-27
COc1ccccc1C(=O)OCC(=O)NC(=O)NC1CCCC1	0	10	-1.3	0.0	1.1	-2.3	-8	1	0
CC(C)[C@H](NC(=O)C1(c2ccccc2)CCN(C(=O)OC(C)(C)C)CC1)C(=O)O	-4	-5	-2.4	2.3	-0.2	-1.8	-33	17	-5
CCN(CC)c1ccc(NC(=O)CCNS(=O)(=O)c2ccc3c(c2)CCC(=O)N3)c(C)c1	0	11	2.5	-0.1	1.4	-0.8	-13	1	6
CC(=O)CC[C@@H](C)O[C@@H]1OC(C)[C@H](O)CC1O (some centres not stated)	2	2	-0.5	-0.3	-2.5	0.2	-4	8	9
O=C1Nc2ccccc2/C1=C/c1cnc[nH]1	-6	2	3.4	.	-3.1	-3.0	0	31*	-17
COc1ccc(Nc2nc(N)nc(CN3CCc4ccccc4C3)n2)cc1	4	-5	-0.7	0.0	1.0	-1.2	-5	5	-4
Cc1nn(Cc2ccc(Cl)cc2)c(C)c1NC(=O)C1CC=CCC1C(=O)O (configuration not stated)	0	9	-0.2	1.3	2.5	-2.9	3	-1	5
COc1cccc(Oc2cn[nH]c2-c2ccc(OCC(=O)NN)cc2O)c1	0	-4	-6.4	.	-1.9	-2.6	?	-3	1
COc1ccc(OC(=O)c2cc3cc(Cl)ccc3oc2=O)cc1	0	-7	0.9	4.6	-0.6	-0.6	?	-8	-7
C(=N/N1CCN(c2ccccc2)CC1)/c1ccncc1	4	5	0.3	.	0.1	-2.2	8	6	9
COc1ccc(C(CNC(=O)c2cccc(S(=O)(=O)Nc3ccccc3OC)c2)N2CCCCC2)cc1 (configuration not stated)	-1	-31	-3.4	-0.5	.	-3.4	5	3	-14
Cc1cccc(N(C(=O)c2csnn2)C(C(=O)NC(C)(C)C)c2cccnc2)c1 (configuration not stated)	-4	-8	-0.4	.	-3.8	-1.9	0	-8	4
Cc1ccc(NC(=O)CSc2nnc([C@@H](N)Cc3c[nH]c4ccccc34)o2)c(C)c1	4	10	-1.1	0.6	1.8	-4.1	-7	-4	-3
Cc1cc(NC(=O)COC(=O)CCNS(=O)(=O)c2ccccc2)n(-c2ccccc2)n1	-1	-5	-3.2	-0.3	-1.1	0.0	-10	6	6
CCCCNC(=O)N(O)C1N(/N=C/c2ccccc2OC)C(=S)SC1(C)C (configuration not stated)	-1	11	-0.7	-0.8	0.3	.	62*	11	2
CCCNC(=O)C1(C)CCCN(C(=O)/C=C/c2ccccc2)C1 (configuration not stated)	1	-22	-0.3	0.4	.	-2.8	0	12	-5
COc1ccc(C(=O)NCC(=O)N2CCN(c3ccc(F)cc3)CC2)cc1	-1	4	-3.7	1.0	-4.0	-3.3	-1	-12	-2
CC(NC(=O)COC(=O)CCc1ccccc1)c1ccccc1 (configuration not stated)	1	6	-0.3	-1.1	4.3	-1.9	-11	5	-2
CN(C)c1ccc(/C=N/NC(=O)C2CC2c2ccccc2)cc1 (configuration not stated)	15	-11	0.0	.	2.2	0.0	1	18	0
O=C(/C=C/c1cccc([N+](=O)[O-])c1)NCCSCc1ccc(Cl)cc1	-8	10	-1.0	.	-1.8	-4.3	-6	-2	-3
Cc1cc(C)n(C(=O)CNC(=O)c2ccc(Cl)cc2Cl)n1	1	8	5.5	.	-0.6	-2.4	11	-7	-13
Cc1ccc(C)c(S(=O)(=O)N2CCN(C(=O)/C=C/c3ccco3)CC2)c1	0	4	.	1.1	-1.3	-2.8	.	-1	-5
O=C(O)c1ccc2c(=O)n3c(nc2c1)/C(=C/c1ccccc1C(F)(F)F)CCCC3	3	-4	-0.2	.	0.5	-2.2	-6	1	-3
CCOc1ccccc1NC(=S)NC(=O)C1CCCCC1	-1	29	0.6	-0.1	-1.1	-6.8	0	3	-3
CCOC(=O)c1c(OCCO)noc1N	3	-5	0.6	.	1.0	0.4	-1	-4	4
CCc1c(OC(C)=O)c2ccccc2n(C)c1=O	1	-7	1.5	0.2	7.8	-0.3	8	15	8
Cc1ccc(C)c(NC(=S)N(CCN(C)C)C(C)c2ccccn2)c1 (configuration not stated)	3	-4	-0.2	0.9	-0.9	-3.0	0	-1	6
Cc1c(-n2c(SCC(=O)N(C)C3CCS(=O)(=O)C3)nc3ccccc3c2=O)c(=O)n(-c2ccccc2)n1C (configuration not stated)	-2	-8	0.2	0.6	-0.9	-3.8	-4	13	2
CN(C)c1ccc(CC(=O)N2CCCCC2c2cc(C(=O)Nc3cccc(C#N)c3)no2)cc1 (configuration not stated)	1	20	-0.1	0.2	.	-1.4	-4	12	4
Fc1ccccc1OCCSc1nnnn1-c1ccccc1	0	-6	-1.7	-0.4	-2.0	-3.0	-2	0	3
C=CCNC(=S)NNC(=O)CSc1nc2ccccc2s1	4	9	0.5	.	-0.8	-1.9	-2	-5	7
COc1ccc(CNC(=O)C2CCNCC2)cc1	-4	6	-0.3	-1.5	0.6	-2.1	1	7	-4
Cc1c(CCOC(=O)C23CC4CC(CC(C)(C4)C2)C3)sc[n+]1Cc1ccccc1	-3	-3	-1.0	3.7	-1.0	-2.8	-5	8	-3
CCN(CC)C(=O)CSc1nnc(-c2ccccc2)c(-c2ccccc2)n1	-1	4	2.5	6.0	2.3	-1.9	4	7	-8
N#Cc1c(SCC(N)=O)nc(-c2ccccc2)c2c1CCCC2	0	1	-0.3	2.3	-2.7	-5.3	0	0	-8
COc1cc(OC)c(N2CC(C(=O)NCCC3=CCCCC3)CC2=O)cc1Cl (configuration not stated)	0	20	-2.7	2.7	-0.4	-1.1	-7	-7	-6
CC(=O)C(Sc1nnnn1-c1ccc(O)cc1)c1ccccc1 (configuration not stated)	-1	-5	1.2	-0.3	-0.9	-3.1	21	-4	6
Cc1cccc(-n2c(Cc3cc(=O)[nH]c(=O)[nH]3)nnc2SCC(=O)NCc2ccco2)c1	-7	-2	2.1	.	1.1	-0.4	-10	9	-6
COc1ccccc1C(=O)Nc1ccc2c(c1)nc(CCNC(=O)c1ccccc1)n2C	2	6	2.0	-1.5	-0.3	-1.6	-10	-5	6

# Already shown: entries from further up.
smiles	FBA Mtb inh	CCHF vOTU inh	BoNT A protease	Mtb BioA inh	UGM FP inh	FadD28 binding	BoNT F protease	GDH-TPI counter	PrPC TRFRET
C(=N/N1CCN(c2ccccc2)CC1)/c1ccncc1	4	5	0.3	.	0.1	-2.2	8	6	9
COc1ccc(C(CNC(=O)c2cccc(S(=O)(=O)Nc3ccccc3OC)c2)N2CCCCC2)cc1 (configuration not stated)	-1	-31	-3.4	-0.5	.	-3.4	5	3	-14
Cc1cccc(N(C(=O)c2csnn2)C(C(=O)NC(C)(C)C)c2cccnc2)c1 (configuration not stated)	-4	-8	-0.4	.	-3.8	-1.9	0	-8	4

# (list continues)
smiles	FBA Mtb inh	CCHF vOTU inh	BoNT A protease	Mtb BioA inh	UGM FP inh	FadD28 binding	BoNT F protease	GDH-TPI counter	PrPC TRFRET
CCOC(=O)Cc1csc(NC(=O)CCc2ccccc2)n1	1	5	-1.7	0.1	1.6	-0.7	?	7	7
CC(C)CNC(=S)N1CCN(C)CC1	3	5	0.7	.	-0.6	0.3	6	5	-1
CCN(CC)CCN(Cc1cc2cc3c(cc2[nH]c1=O)OCCO3)C(=S)NCC(C)C	23	-23	2.9	-0.5	2.0	-0.4	-8	9	3
CCCNC(=O)C1CCC(CNS(=O)(=O)c2cccc3nsnc23)CC1 (configuration not stated)	-3	9	1.2	0.0	-0.6	-1.2	10	2	-26
COc1ccc(OC)c(NC(=O)C(CC(=O)O)NCc2ccco2)c1 (configuration not stated)	-1	9	0.8	-0.3	-1.9	-2.1	11	9	-1
CCCCN1C[C@H](c2ccc(Br)cc2)[C@@H](CC(=O)Nc2ccc(Br)cc2)C1=O	-1	1	-0.1	.	.	-3.9	0	-6	-5
O=C(CCNC(=O)Cn1ccc2ccccc2c1=O)NCC1CCCC1c1ccccc1 (configuration not stated)	3	4	-0.7	.	1.8	2.4	-4	4	5

# Assay outcomes: PubChem, several laboratories
